PriA SSB inh: K. pneumoniae PriA-SSBct interaction inhibition; AlphaScreen SSBct-PriA binding, biotinylated peptide; inhibition, % at 33 µM; 430,000 compounds, 0.6% hits; in the data active means inhibition mostly above about 37%, no sharp cut-off; inactive means mostly below about 20%;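 further: plate controls were negative control peptide for no effect and reference peptide for full effect; strong numbers were not always called active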
SARS 3CLpro inh: SARS-CoV 3CLpro protease inhibition. P0C6X7. recombinant SARS-CoV 3CLpro, quenched FRET peptide cleavage. inhibition, % at 6 µM. 290,000 compounds, 0.14% hits. AID 1706; in the data active means inhibition above about 12%
TcdB GH inh: blocks C. difficile toxin B glycohydrolase activity | TcdB glycohydrolase enzymatic assay, plate reader | P18177 | 350,000 compounds, 0.24% hits | inhibition, % at 9.99 µM; in the data active means inhibition above about 10%
Anthrax LF prot: anthrax lethal factor protease inhibition; P15917; multiplex microsphere protease cleavage assay, LF; inhibition, % at 10 µM; 360,000 compounds, 0.12% hits; in the data active means inhibition above about 30%; inconclusive means no clear call, values can overlap the other calls; further: plate controls were buffer without enzyme for full effect and enzyme alone for no effect
Target sequence (P15917 whole entry, looked up): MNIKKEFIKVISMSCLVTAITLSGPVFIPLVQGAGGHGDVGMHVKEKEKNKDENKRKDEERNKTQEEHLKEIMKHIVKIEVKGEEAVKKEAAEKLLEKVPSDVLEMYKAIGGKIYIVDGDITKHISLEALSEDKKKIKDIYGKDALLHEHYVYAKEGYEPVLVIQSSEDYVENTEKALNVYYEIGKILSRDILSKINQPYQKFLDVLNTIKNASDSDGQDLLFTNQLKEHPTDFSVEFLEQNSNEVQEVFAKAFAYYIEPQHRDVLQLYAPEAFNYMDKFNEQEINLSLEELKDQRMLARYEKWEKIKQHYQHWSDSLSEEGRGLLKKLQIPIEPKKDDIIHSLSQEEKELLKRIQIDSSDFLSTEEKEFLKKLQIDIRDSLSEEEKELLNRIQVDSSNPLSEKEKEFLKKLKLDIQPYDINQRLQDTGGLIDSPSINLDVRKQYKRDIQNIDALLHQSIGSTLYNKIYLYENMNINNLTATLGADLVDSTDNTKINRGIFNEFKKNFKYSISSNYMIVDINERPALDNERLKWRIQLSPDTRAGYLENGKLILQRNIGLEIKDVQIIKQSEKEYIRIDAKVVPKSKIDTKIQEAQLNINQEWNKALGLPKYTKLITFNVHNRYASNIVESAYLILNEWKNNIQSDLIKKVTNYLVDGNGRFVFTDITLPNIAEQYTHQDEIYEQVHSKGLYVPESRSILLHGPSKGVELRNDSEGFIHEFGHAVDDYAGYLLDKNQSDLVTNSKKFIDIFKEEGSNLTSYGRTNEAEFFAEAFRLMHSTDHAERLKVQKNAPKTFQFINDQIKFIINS
Y pestis TopoI: Y. pestis Topo-I inhibition via cleavage products; Y. pestis Topo-I cleavage product accumulation, plate reader; activity, % at 10 µM; 360,000 compounds, 0.064% hits; in the data active means activity above about 50%, passing the limit was not always enough; inconclusive means no clear call, values can overlap the other calls; further: inactives centre near 2
PfHsp40 rescue: restores yeast growth despite PfHsp40 toxicity | AID 504582 | S. cerevisiae expressing PfHsp40, growth rescue, ATP luminescence | 340,000 compounds, 0.68% hits | growth rescue, % at 12.5 µM; in the data active means growth rescue above about 28%, passing the limit was not always enough; inconclusive means no clear call, values can overlap the other calls;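 further: yeast W303a lacking pdr1 and pdr3 grown in galactose medium; growth measured after three days at 30 °C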
Rv3671c inh: Rv3671c (M. tuberculosis) protease inhibition. 320,000 compounds, 0.048% hits. inhibition, % at 5.96 µM. P9WHR9. AID 2606; in the data active means inhibition above about 38%;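 further: extracellular domain of Rv3671c used as enzyme; 0% = enzyme with DMSO and 100% = no enzyme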
DUSP3 inh: inhibitors of human VHR1 phosphatase (DUSP3); P51452; recombinant VHR phosphatase, pNPP absorbance; inhibition, % at 13.3 µM; 290,000 compounds, 0.52% hits; in the data active means inhibition above about 50%; further: some compounds called inactive have numbers as strong as hits
BH1578 lux ind: quorum light induction in luxS cqsA deficient V. cholerae; AID 588436; V. cholerae BH1578 lux reporter, luminescence, 6 h; 350,000 compounds, 0.16% hits; activation, % at 18.7 µM; in the data active means activation mostly above about 9.7%, no sharp cut-off; inconclusive means no clear call, values can overlap the other calls; inactive means mostly below about 3.7%; further: not every result past the cut was called active; inactives centre near 0; reference of the scale not given here
MazF activator: increases E. coli MazEF RNase cleavage of RNA; FAM/BHQ RNA-DNA oligo cleavage fluorescence, 5 h; activation, % at 20 µM; 350,000 compounds, 0.32% hits; AID 504720; in the data active means activation above about 50%
Target sequence (P0AE70 whole entry, looked up): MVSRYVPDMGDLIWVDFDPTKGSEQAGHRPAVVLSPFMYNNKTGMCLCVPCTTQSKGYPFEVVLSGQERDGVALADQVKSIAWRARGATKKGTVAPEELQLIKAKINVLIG
Active calls of the source: *; i = inactive; ? = inconclusive; . = no result given; + = active, no number; & = joins results of further samples.

SMILES	PriA SSB inh	SARS 3CLpro inh	TcdB GH inh	Anthrax LF prot	Y pestis TopoI	PfHsp40 rescue	Rv3671c inh	DUSP3 inh	BH1578 lux ind	MazF activator
O=C(c1nc(SCc2ccc([N+](=O)[O-])cc2)n2ccccc12)C(F)(F)F	1	2	1.2	-2	-6	0.9	8	14	-0.5	1
CCOc1cc(C=O)cc(Br)c1OCC(N)=O	-9	0	1.1	-1	-7	1.6	-16	2	i	-1
CCn1cc([N+](=O)[O-])c(C(=O)Nc2ccn(Cc3ccccc3)n2)n1	-4	-1	-0.4	-1	-9	-1.9	-6	2	-0.4	-2
Clc1cccc(-c2nc(-c3ccccn3)no2)c1	-18	2	.	-4	5	-2.5	-2	26	i	6
O=C(O)c1ccccc1-c1cn2cc(Cl)ccc2n1	-23	-1	1.3	-8	-8	-0.7	-2	12	-0.2	-6
COc1cc(C2C(C#N)=C(N)Oc3n[nH]c(-c4cccs4)c32)cc(OC)c1O (centres undefined)	0	-2	-40	1	7	0.8	-8	7	3.0	60*
O=C(CCc1ccc(S(=O)(=O)N2CCOCC2)cc1)Nc1cc(Cl)ccc1N1CCOCC1	0	2	.	-2	21	-0.3	-4	15	.	-1
CCN=c1sc(C(=O)OC)cc(=O)n1CC	-17	1	.	0	2	0.4	-8	21	2.5	9
O=C1c2ccccc2C2(c3ccccc3)N1CCN2C(=O)C(Cl)(Cl)Cl (centres undefined)	17	6	0.0	-8	2	122*	-4	26	i	2
CCCC(=O)Nc1cc(S(=O)(=O)N2CCOCC2)ccc1N1CCCCC1	-9	.	0.7	3	16	-0.7	-4	.	i	10
CC(C)CNC(=O)C1(C)CCCN1C(=O)CSc1ccccc1 (centres undefined)	.	.	1.1	-4	-2	.	.	.	-0.7	.
CCOC(=O)/C=c1\s/c(=C\c2ccc3cc(OC)ccc3c2)c(=O)n1CC(=O)NCC1CCCO1 (centres undefined)	.	-3	.	5	6	1.3	4	20	-0.5	170*
C#CCOc1ccc(Cl)cc1/C=C1/C(=O)ON=C1C	-6	2	0.5	-4	-9	-1.0	18	10	i	-12
COc1ccccc1-c1nn(Cc2ccccc2)cc1/C=C/C(=O)O	-3	0	1.3	1	3	-0.1	13	17	-0.6	7
O=C(CCCN1C(=O)/C(=C\c2cccs2)SC1=S)Nc1cccnc1	-9	6	5.2	-3	-2	-0.1	-11	8	i	25
CCOc1ccc2nc(SCC(=O)N(CCOC)c3c(N)n(Cc4ccccc4)c(=O)[nH]c3=O)[nH]c2c1	-3	.	-0.8	.	3	0.4	-6	.	-0.3	1
CN1C(=O)C(=O)/C(=C(/O)c2ccccc2)C1c1ccccc1 (centres undefined)	.	-1	5.2	-8	-1	-0.3	-5	-6	i	12
CCOC(=O)N1CCC(=NNS(=O)(=O)c2cccc([N+](=O)[O-])c2)CC1	-23	-3	.	-2	5	-1.1	4	15	i	47
COC(=O)CSC1=C(C#N)C(c2ccc(C)o2)CC(=O)N1 (centres undefined)	2&10	-2	0.3	-3	-1	-0.5	7	26	0.1	-18
CC(C)(CO)NCc1cccs1	-6	3	1.4	3	-4	-0.4	0	7	0.2	-5
CC(=O)c1ccc(NC(=O)c2ccc([N+](=O)[O-])o2)cc1	-27	-6	-0.4	0	1	1.4	.	39	0.7	5
O=C(Nc1ccc2snnc2c1)Nc1cccc2ccccc12	-7	2	.	0	-4	-2.0	-36	20	1.0	5
C=CCNc1nc(NCC)nc(N2CCOCC2)n1	-18	1	.	0	-1	0.0	-12	21	i	-3
COc1ccc(S(=O)(=O)N2CCCCCC2)cc1NC(=O)Cc1ccccc1	-7	0	1.3	-3	0	0.4	-4	15	i	2
COc1cc(C(=O)COC(=O)c2c(C)noc2C)cc(OC)c1OC	7	.	0.8	.	6	-1.0	-1	.	0.5	8
O=C(Nc1nc2c(s1)CCCC2)c1cc2n(n1)C(C(F)(F)F)CC(C1CC1)N2 (centres undefined)	-9	4	.	?	-5	0.7	17	20	-0.7	0
CNC(=S)Nc1cc(C(=O)N2CCCC2)ccc1N1CCCC1	-8	-2	-21	-2	3	0.1	0	15	-0.9	8
COc1cccc(NC(=O)CN(C)C(=O)CC(C)c2ccccc2)c1 (centres undefined)	-2	-5	1.1	-2	11	-0.6	11	-7	i	1
Cc1ccc(C)c(SCC(=O)NNC(=O)c2ccccc2)c1	1	-2	0.3	-2	2	-0.1	-9	21	-0.3	3
CC(C)C(NC(=O)c1ccc(F)cc1)C(=O)N1CCN(C(=O)c2ccco2)CC1 (centres undefined)	-4	.	0.3	-1	0	-0.2	3	.	i	4

Six compounds picked at random from the list so far, as already listed:
SMILES	PriA SSB inh	SARS 3CLpro inh	TcdB GH inh	Anthrax LF prot	Y pestis TopoI	PfHsp40 rescue	Rv3671c inh	DUSP3 inh	BH1578 lux ind	MazF activator
O=C(O)c1ccccc1-c1cn2cc(Cl)ccc2n1	-23	-1	1.3	-8	-8	-0.7	-2	12	-0.2	-6
O=C(c1nc(SCc2ccc([N+](=O)[O-])cc2)n2ccccc12)C(F)(F)F	1	2	1.2	-2	-6	0.9	8	14	-0.5	1
CC(=O)c1ccc(NC(=O)c2ccc([N+](=O)[O-])o2)cc1	-27	-6	-0.4	0	1	1.4	.	39	0.7	5
COc1cccc(NC(=O)CN(C)C(=O)CC(C)c2ccccc2)c1 (centres undefined)	-2	-5	1.1	-2	11	-0.6	11	-7	i	1
COc1cc(C(=O)COC(=O)c2c(C)noc2C)cc(OC)c1OC	7	.	0.8	.	6	-1.0	-1	.	0.5	8
CCN=c1sc(C(=O)OC)cc(=O)n1CC	-17	1	.	0	2	0.4	-8	21	2.5	9

The listing continues:
SMILES	PriA SSB inh	SARS 3CLpro inh	TcdB GH inh	Anthrax LF prot	Y pestis TopoI	PfHsp40 rescue	Rv3671c inh	DUSP3 inh	BH1578 lux ind	MazF activator
C1COCCNCCOCCOCCOCCN1	-4	-1	.	0	1	-0.8	11	-11	i	4
O=C(COc1ccc(F)cc1)NCCNC(=O)COc1ccc(F)cc1	-1	.	-0.2	1	6	-1.3	1	.	-0.3	1
Cn1c2c(c(=O)n(C)c1=O)CN(CCN1CCNCC1)CN2	10	1	.	-1	-6	-1.2	0	-5	i	4
Cc1cc(=O)c(C(=O)Nc2cccc(N3CCCC3=O)c2)nn1-c1ccccc1F	-11	.	3.0	1	-4	6.8	4	.	i	6
O=C(Nc1nc2c(s1)CCCC2)c1cc(-c2ccccc2)nc2ccccc12	5&-15	-1	.	-2	0	-2.4	-37	-2	2.6	5
CCOC(=O)C(NC(=O)Nc1ccc(C(N)=O)cc1)(c1ccccc1)C(F)(F)F (centres undefined)	-3	6	.	1	-5	-1.2	-13	-5	-0.9	6
CN(CCc1cnn(C)c1)C(=O)CCc1nnc(CCCc2ccccc2)o1	-11	-1	0.6	-2	-11	-0.1	-4	21	-3.6	20
O=C(c1cn(-c2ccccc2)nc1-c1ccc(F)cc1)N1CCOCC1	-14&-7	0	.	-4	9	5.3	-11	19	-4.3	3
COc1ccc(Nc2nc(-c3c(C)nc4ncccn34)cs2)cc1	1	0	1.0	-2	6	0.5	.	26	i	2
Cc1cccc(OCCCC(=O)Nc2nc3ccccc3[nH]2)c1	-7	-6	1.9	0	12	0.5	-1	22	-0.4	9
O=C(OCCN(CCOC(=O)c1ccncc1)S(=O)(=O)c1cccs1)c1ccncc1	9	4	.	4	-1	-1.7	1	37	.	2
Cc1nn(-c2ccc(Cl)cc2Cl)c(=O)c2ccccc12	3	6	0.5	-3	-3	-0.9	6	9	i	9
CC(=O)N1CCOc2ccc(S(=O)(=O)NCCc3ccc(S(N)(=O)=O)cc3)cc21	-5	-2	2.3	-2	3	0.5	-9	-7	-3.1	6
COc1cc(Cl)c(S(=O)(=O)NCc2cccnc2)cc1Cl	-10	4	1.5	-6	-3	-1.2	5	14	-0.4	2
CCOc1cccc(C2C(C(=O)c3ccc(C)o3)=C(O)C(=O)N2c2nccs2)c1 (centres undefined)	-11	6	.	3	-2	-0.7	6	-9	i	+
Nn1c(SCC(=O)Nc2nccs2)nnc1-c1ccccn1	-6&-12	.	-0.1	2	-8	0.3	4	.	-0.9	-2
O=C(C1=NNCC1c1ccccc1)C1OC1c1ccccc1 (centres undefined)	8	-2	0.9	-13	11	0.0	9	17	-0.5	8
CN1c2ccccc2C(C)(C)[C@]12C=Cc1cc(O)ccc1O2	19	-2	.	-4	-17	2.8	-106	3	.	19
O=[N+]([O-])c1ccc(C[n+]2c(-c3ccccc3)cc(-c3ccccc3)cc2-c2ccccc2)cc1	14	.	0.8	-5	12	1.1	2	.	-0.8	25
CCOC(=O)CC1C(=O)NCCN1S(=O)(=O)c1cc(Cl)c(Cl)cc1Cl (centres undefined)	-5	-5	.	-12	4	0.6	5	40	i	1
Nn1c(-c2cccs2)nc2sc3c(c2c1=O)CCCC3	-55	1	.	-2	15	1.1	-14	23	-0.2	-4
CC1CCCN(c2ccc(C(=O)NCCc3ccccc3)cn2)C1 (centres undefined)	-21	0	0.7	-5	8	2.5	-7	6	-7.1	0
O=C(CCN1C(=O)/C(=C\C=C\c2ccccc2)SC1=S)Nc1cccc(C(=O)O)c1	-7	7	-0.4	1	2	0.4	-12	2	.	-12
O=C(Cc1ccc(-c2ccccc2)cc1)N1CCOCC1	-16	-5	.	0	-9	0.5	-7	7	i	-2
CCN(CC)C(=O)CSc1nc2cc3c(cc2c(=O)n1Cc1ccc2c(c1)OCO2)OCO3	-5	3	.	1	0	1.8	0	-2	-0.7	26
CN(C)c1ccc(N/C=C/C(=O)C(F)(F)F)cc1	1	4	-5.3	-10	-2	-1.2	-39	17	1.1	-4
CCOc1ccc(S(=O)(=O)NCc2cccs2)cc1	-20	0	.	-3	4	1.2	5	0	i	1
CC1(C(=O)NS(=O)(=O)c2ccc(Br)cc2)CCN1C(=O)Cc1cccs1 (centres undefined)	.	.	0.0	-7	-4	.	.	.	i	.
Cc1c(C2OC(=O)C3(CCCCC3)C(=O)C2(C)C)c(=O)n(-c2ccccc2)n1C (centres undefined)	-2	-3	.	-2	9	0.7	3	25	-0.4	6
CCOC(=O)c1c(C)[nH]c(C(=O)OCC(=O)N(C)CC(=O)Nc2ccccc2Cl)c1C	-4	.	-0.1	2	9	0.8	-4	.	i	-4
O=C(NCCN1CCNC1=O)C1CCC(=O)N(Cc2ccccc2F)C1 (centres undefined)	-8	-7	0.2	1	5	0.0	-7	15	0.1	5
C=CCOC(=O)Nc1ccc(Cl)cc1NC(=O)OCC=C	-40	-5	.	8	2	-0.2	-3	13	.	-2
COc1ccc(N2C(=O)CC(N(CCc3ccc(OC)c(OC)c3)C(=S)Nc3ccccc3)C2=O)cc1 (centres undefined)	5	1	0.9	0	10	0.3	-7	-2	-0.1	7
O=C(COC(=O)Cn1cnc2ccccc21)NCc1ccc(F)cc1	-7	1	-0.2	-1	3	2.3	4	2	-0.3	4
O=C(O)c1ccc(N/N=C/C2=C(N3CCOCC3)C(=C\c3ccccc3)/CC2)cc1	i	4	-2.2	2	-1	273*	4	-3	i	1
COc1ccccc1NS(=O)(=O)c1ccc(C(=O)NCC(c2ccccc2OC)N2CCCC2)cc1 (centres undefined)	4	.	0.0	-5	-4	0.9	.	.	-0.9	5
CC1=C(C(=O)N(C)C)CC(CC(=O)NC2CCCCC2)C(=O)N1Cc1ccccc1 (centres undefined)	.	.	1.3	-2	0	.	.	.	i	4
O=C(O)c1c(-c2ccccc2)cnc2ccccc12	.	.	3.0	-1	0	.	.	.	0.5	8
O=C(Nc1ccc2c(c1)OCO2)c1cnn2c(C(F)(F)F)cc(-c3ccco3)nc12	-1	5	.	-5	0	0.8	-7	-5	i	7
COCCNC(=O)C1(C)CCCN(Cc2ccc3ccccc3c2Br)C1 (centres undefined)	.	.	0.5	-4	25	.	.	.	i	.

An excerpt, so the mix of outcomes need not match the whole.
